HSF1 activator = increases HSF-1 driven luciferase reporter signal; activation, % at 9 µM; 1.7% of 300,000 active; NIH3T3-HGL HSF-1 luciferase reporter, MG132, 8 h; 100% = twice DMSO control signal;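 active = mean replicate activation of at least 50% with a set share of replicates each reaching 50%; inconclusive = only one of those two conditions met; inactive = mean below 50% and too few replicates reaching it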;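 also: 0% = median of the neutral control wells and 100% = twice that signal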
Platelet DG rel = modulates dense granule release in human platelets. human platelet-rich plasma, SFLLRN dense granule ATP release, luminescence. inhibition, %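 (compounds screened at 7.5 µM in platelet-rich plasma)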. 0.22% of 300,000 active. AID 1663;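 active = mean replicate score, as percent of positive control, at or above 50; inconclusive = mean below 50 but at least one replicate at or above 50; inactive = mean and every replicate below 50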
DYRK1A inh = Dyrk1A (rat) kinase inhibition. inhibition, % at 12.5 µM. Q63470. AID 504441. 0.43% of 310,000 active. ADP-Glo luminescence, NFATc1 peptide; in the data active = inhibition above about 50%;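 also: plate controls were vehicle with enzyme for no effect and no enzyme for full effect; many of its hits are not listed in these tables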
HSF1 inhib = HSF1 inhibition | AID 2098 | NIH3T3-HGL HSE-luciferase, MG132-induced, luminescence 8 h; active compounds read low | 0.77% of 300,000 active | activity change, negative = inhibition, % at 7.5 µM (by protocol);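 active = more than half of replicate wells show activity change below -50%, luminescence cut by over half; inconclusive = some wells, but at most half, below -50%; inactive = no replicate well below -50%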;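 also: luciferase reports HSF-1 transcriptional activity via heat shock element; 0% = median of DMSO wells and -100% = zero luminescence signal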
GSK3A inh = blocks human GSK-3 alpha kinase | P49840 | ADP-Glo luminescence, 60 min | inhibition, % at 10 µM | 0.1% of 320,000 active | AID 2650;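 in the data active = inhibition above about 50%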;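 also: GST-tagged GSK-3 alpha with peptide substrate and 25 µM ATP; 0% = DMSO neutral wells and 100% = GW8510 positive control wells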
Target sequence (P49840 whole entry, looked up): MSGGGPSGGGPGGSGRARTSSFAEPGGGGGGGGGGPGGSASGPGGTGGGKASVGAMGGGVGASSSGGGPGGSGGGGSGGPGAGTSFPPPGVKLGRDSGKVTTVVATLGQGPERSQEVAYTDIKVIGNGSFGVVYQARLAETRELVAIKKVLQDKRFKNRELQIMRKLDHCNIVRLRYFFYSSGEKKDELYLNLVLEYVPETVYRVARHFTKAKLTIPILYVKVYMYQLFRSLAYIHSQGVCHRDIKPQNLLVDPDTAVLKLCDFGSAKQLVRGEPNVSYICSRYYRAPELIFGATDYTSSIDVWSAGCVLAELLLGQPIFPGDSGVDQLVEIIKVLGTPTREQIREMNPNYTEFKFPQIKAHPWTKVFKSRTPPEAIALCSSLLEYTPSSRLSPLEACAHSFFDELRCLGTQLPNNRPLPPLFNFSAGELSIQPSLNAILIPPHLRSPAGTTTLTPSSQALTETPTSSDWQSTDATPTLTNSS
IEC-6 tox = IEC-6 cytotoxicity, counter-screen for KLF5 inhibitors; 0.78% of 290,000 active; inhibition, % at 5 µM; luminescence viability; in the data active = inhibition above about 22%;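 also: 0% = plate median of test compound wells and 100% = cytotoxic reference compound wells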
GSK3B inh = blocks human GSK3beta kinase activity; P49841; GST-GSK3beta kinase, ADP-Glo luminescence, 60 min; active compounds read low; 0.038% of 300,000 active; activity score (negative = inhibition), % at 10 µM;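 active = more than half of replicate wells score below -50%, meaning over 50% inhibition versus plate controls; inconclusive = some replicates but at most half score below -50%; inactive = no replicate scores below -50%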;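 also: 0% = median DMSO wells and -100% = median GW8510 positive control wells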
Target sequence (P49841 whole entry, looked up): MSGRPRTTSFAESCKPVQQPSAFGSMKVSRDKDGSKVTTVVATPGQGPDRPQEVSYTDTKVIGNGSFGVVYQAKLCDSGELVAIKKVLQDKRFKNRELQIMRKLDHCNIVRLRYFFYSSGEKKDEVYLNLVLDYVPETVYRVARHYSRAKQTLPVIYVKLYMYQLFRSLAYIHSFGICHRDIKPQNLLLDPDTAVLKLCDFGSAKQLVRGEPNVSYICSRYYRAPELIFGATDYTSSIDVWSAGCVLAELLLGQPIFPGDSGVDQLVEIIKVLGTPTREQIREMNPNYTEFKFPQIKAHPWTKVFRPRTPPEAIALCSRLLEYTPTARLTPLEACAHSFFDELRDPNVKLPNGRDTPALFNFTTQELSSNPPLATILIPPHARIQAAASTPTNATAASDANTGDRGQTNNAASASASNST
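Test system – GST-tagged human GSK3beta kinase, cell-free · Incubation – 60 min enzyme reaction, room temperature · Signal – ADP-Glo luminescence · Also added – peptide substrate and ATP at 25 µM · Controls – DMSO neutral wells and GW8510 at 20 µM as positive · Buffer or medium – Tris/MgCl2 kinase buffer · Measure – Luminescence-derived activity versus plate DMSO and GW8510 wells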
aSyn UTR inh = 5' untranslated region of α-synuclein, MLPCN primary screen; alpha-synuclein 5'UTR reporter, inhibitor activity; inhibition, % (tested at 7.5 µM); 0.82% of 300,000 active; AID 1813; in the data active = inhibition above about 60%; inconclusive = no clear call, values can overlap the other calls;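 also: H4 neuroglioblastoma cells stably carrying SNCA 5'UTR luciferase fusion; 0% = DMSO wells and 100% = positive control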
HSP90 refold inh = inhibitors of HSP90 luciferase refolding in rabbit reticulocyte lysate | luciferase refolding luminescence, 3 h | inhibition, % at 5.6 µM | 0.91% of 290,000 active | AID 1789;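 active = inhibition above the screen-wide mean plus 3 SD, computed separately per campaign, cut at about 16% in these data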;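 also: 0% = DMSO wells and 100% = 60 µM geldanamycin wells; inhibitors lower the luminescence because luciferase stays unfolded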
KLF5 inhibitor = inhibitors of KLF5 expression; DLD-1 KLF5 promoter-luciferase reporter, luminescence; inhibition, % at 5 µM; 0.23% of 290,000 active; AID 1700;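 active = inhibition above a per-plate limit of that plate's mean compound inhibition plus 3 SD, cut at about 60% in these data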;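 also: 0% = DMSO wells and 100% = LY294002 at 200 µM; higher means less KLF5 promoter-driven luciferase light; inactives centre near -14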
The depositor's hits bear a star; ? = inconclusive; nt = no result given. An excerpt, so the mix of outcomes need not match the whole.

SMILES	HSF1 activator	Platelet DG rel	DYRK1A inh	HSF1 inhib	GSK3A inh	IEC-6 tox	GSK3B inh	aSyn UTR inh	HSP90 refold inh	KLF5 inhibitor
Cc1cc(NCCN(C)C)n2nc(-c3cccs3)cc2n1	-7	-11	9	2	-1	6	-2	-50	3	-29
CSCCOC(=O)COc1ccc(/C=N/NC(=O)c2c(Cl)cnn2C)cc1	36	5	nt	6	0	0	3	16	-3	4
CCOC(=O)c1ccccc1NC(=O)CSc1nnc(COc2ccccc2C)n1C	-3	14	-4	2	3	-4	10	34	1	-4
Fc1ccc(NC(=S)Nc2cccnc2)cc1	-4	6	-52	-3	-2	0	0	5	-2	-18
COc1ccc2c3c(cccc13)OCC2=O	-3	2	0	3	-1	-1	3	-4	1	-20
CC(=O)c1ccc([N+](=O)[O-])c(CS(=O)(=O)c2ccccc2)c1	-26	1	-4	-6	-3	1	0	-16	3	-11
CCN(CC)S(=O)(=O)c1ccc(C(=O)Nc2nnc(COC)o2)cc1	1	5	-1	1	nt	-4	3	7	-5	-35
CN(C)c1cccc(C(=O)NCc2ccc3c(c2)OCO3)c1	11	0	14	4	-3	-6	1	-20	-1	-20
COc1cccc(NC(=O)COc2ccccc2)c1	-22	-12	2	-1	0	2	1	-144	-2	-20
Cc1nn(Cc2c(Cl)cccc2Cl)c(Cl)c1/C=C/C(=O)OCC(=O)NCC(F)(F)F	13	6	13	0	-1	-1	1	4	2	-17
CCc1ccc(NC(=O)c2noc3c2CCC3)cc1	41	3	8	10	-3	-1	-2	-27	6	-13
CC(=O)OC(C(=O)NCS(=O)(=O)c1ccc(C)cc1)c1cccnc1 (stereo not drawn)	-16	3	-2	0	-1	-6	3	8	4	9
ClC1(Cl)CC1CSc1nc2ccccc2[nH]1 (stereo not drawn)	26	0	23	14	-2	-3	-3	-77	-2	-96
CN1CCN(CCC(=O)Nc2ccc(Br)cc2)CC1	3	0	-7	8	0	-2	1	4	-1	-27
Cc1ccc(-c2nc(CSCC(=O)NCc3cccnc3)c(C)o2)cc1	3	5	-5	4	-3	3	6	-6	-1	-10
Cc1ccc(Cn2cnc3ccccc32)cc1	9	-5	-3	-10	-2	2	2	-20	-1	-9
O=C1C2CCCCC2C(=O)N1c1ccc(NC2CCCCC2)c([N+](=O)[O-])c1 (stereo not drawn)	19	1	-5	6	-2	0	3	-6	0	-10
COc1ccc(C(=O)Nc2cccc(S(C)(=O)=O)c2)cc1	-21	-2	7	0	nt	-1	4	-36	0	-24
CCC1CCCCN1S(=O)(=O)c1ccc(NC(=O)C2CCN(C(=O)c3ccco3)CC2)cc1 (stereo not drawn)	15	2	-4	2	2	7	-1	32	-2	-3
COc1ccc(S(=O)(=O)N=C2C=C(C)C(=O)C(C)=C2)cc1	1	0	-7	-4	0	-3	1	15	0	-14
O=C(Cc1ccccc1)Nc1nc2ccccc2s1	-58	-4	7	?	-2	7	-4	-102	-1	-83
O=c1nc2ccccc2c2n1CC(CN1CCN(Cc3ccccc3)CC1)N2 (stereo not drawn)	1	-1	6	3	3	4	-4	4	-2	20
N#CCC(=O)N/N=C/c1ccc(SCC(=O)Nc2ccccc2)o1	-5	10	-10	-1	-1	-4	2	-19	1	8
O=C(NC(C(=O)c1ccccc1)N1CCCCC1)c1ccccc1 (stereo not drawn)	82*	3	5	31	-1	-1	6	-87	3	-38
CNS(=O)(=O)c1cccc(C(=O)OCC(=O)N2CC(C)OC(C)C2)c1 (stereo not drawn)	-5	16	-5	0	-1	4	-3	-2	2	-2
CC(C)c1nc2oc3c(=O)[nH]cnc3c2c2c1COC(C)(C)C2	6	1	-8	-2	-2	4	-1	37	3	14
O=C(NC(Cc1ccccc1)C(=O)O)c1ccc(S(=O)(=O)N2CCOCC2)cc1 (stereo not drawn)	-5	10	-5	-3	-5	3	16	5	-3	-16
CCc1ccc2[nH]c(C(=O)Nc3ccc(F)cc3Br)cc2c1	10	3	-1	-1	-2	11	0	-6	0	-28
Cc1ccc(CSCCNC(=O)c2ccc(N(C)S(=O)(=O)c3ccccc3)cc2)cc1	15	-9	-1	7	0	3	-2	-5	4	-33
COCCNC(=O)CCc1c(C)nc2nc(-c3cc(OC)cc(OC)c3)nn2c1C	-1	0	-2	0	-2	5	6	-11	0	8
CCCCOc1ccc(C(O)(CC)CCN2CCOCC2)cc1 (stereo not drawn)	19	-5	4	5	-3	4	-2	-18	2	-21
C=CCn1c(-c2cccc3ccccc23)n[nH]c1=S	-79	1	nt	-73*	2	-1	-1	9	4	-9
COc1ccc(Nc2nc3ccccc3c(=O)s2)c(OC)c1	11	4	7	5	-3	2	-4	-5	5	-10
COc1ccc(-c2cc(=O)oc3cc(OC(C)C(=O)Nc4ccc(CN5CCOCC5)cc4)ccc23)cc1 (stereo not drawn)	10	8	3	-5	-13	-1	3	9	-1	-22
Cc1ccc(N(C(C)C(=O)O)S(=O)(=O)c2c(C)n[nH]c2C)cc1 (stereo not drawn)	15	-14	4	8	-1	5	3	-11	1	-15
O=C(NCc1cccnc1)C1CCC(CNS(=O)(=O)c2ccc(Cl)cc2)CC1 (stereo not drawn)	-12	4	-2	-13	0	-4	1	27	-4	-21

A run of entries from further up, as a working copy:
SMILES	HSF1 activator	Platelet DG rel	DYRK1A inh	HSF1 inhib	GSK3A inh	IEC-6 tox	GSK3B inh	aSyn UTR inh	HSP90 refold inh	KLF5 inhibitor
N#CCC(=O)N/N=C/c1ccc(SCC(=O)Nc2ccccc2)o1	-5	10	-10	-1	-1	-4	2	-19	1	8
O=C(NC(C(=O)c1ccccc1)N1CCCCC1)c1ccccc1 (stereo not drawn)	82*	3	5	31	-1	-1	6	-87	3	-38
CNS(=O)(=O)c1cccc(C(=O)OCC(=O)N2CC(C)OC(C)C2)c1 (stereo not drawn)	-5	16	-5	0	-1	4	-3	-2	2	-2
CC(C)c1nc2oc3c(=O)[nH]cnc3c2c2c1COC(C)(C)C2	6	1	-8	-2	-2	4	-1	37	3	14
O=C(NC(Cc1ccccc1)C(=O)O)c1ccc(S(=O)(=O)N2CCOCC2)cc1 (stereo not drawn)	-5	10	-5	-3	-5	3	16	5	-3	-16
CCc1ccc2[nH]c(C(=O)Nc3ccc(F)cc3Br)cc2c1	10	3	-1	-1	-2	11	0	-6	0	-28
Cc1ccc(CSCCNC(=O)c2ccc(N(C)S(=O)(=O)c3ccccc3)cc2)cc1	15	-9	-1	7	0	3	-2	-5	4	-33
COCCNC(=O)CCc1c(C)nc2nc(-c3cc(OC)cc(OC)c3)nn2c1C	-1	0	-2	0	-2	5	6	-11	0	8
CCCCOc1ccc(C(O)(CC)CCN2CCOCC2)cc1 (stereo not drawn)	19	-5	4	5	-3	4	-2	-18	2	-21
C=CCn1c(-c2cccc3ccccc23)n[nH]c1=S	-79	1	nt	-73*	2	-1	-1	9	4	-9
COc1ccc(Nc2nc3ccccc3c(=O)s2)c(OC)c1	11	4	7	5	-3	2	-4	-5	5	-10
COc1ccc(-c2cc(=O)oc3cc(OC(C)C(=O)Nc4ccc(CN5CCOCC5)cc4)ccc23)cc1 (stereo not drawn)	10	8	3	-5	-13	-1	3	9	-1	-22
Cc1ccc(N(C(C)C(=O)O)S(=O)(=O)c2c(C)n[nH]c2C)cc1 (stereo not drawn)	15	-14	4	8	-1	5	3	-11	1	-15
O=C(NCc1cccnc1)C1CCC(CNS(=O)(=O)c2ccc(Cl)cc2)CC1 (stereo not drawn)	-12	4	-2	-13	0	-4	1	27	-4	-21

The results go on:
SMILES	HSF1 activator	Platelet DG rel	DYRK1A inh	HSF1 inhib	GSK3A inh	IEC-6 tox	GSK3B inh	aSyn UTR inh	HSP90 refold inh	KLF5 inhibitor
COC(=O)c1ccccc1NC(=O)Nc1nnc(N2CCC(C)CC2)s1	4	7	3	0	-1	1	2	5	0	-4
O=c1[nH]c2ccccc2nc1/C=C/c1ccccc1	99*	4	0	62	0	-3	-1	-165	-5	-95
CCOc1ccc(S(=O)(=O)N2CCN(C(=O)c3cc(-c4ccccc4)nn3-c3ccccc3)CC2)cc1	-23	-3	2	-18	-3	nt	-2	30	nt	nt
COc1cccc(C(=O)Nc2cccc(NC(=O)c3cccs3)c2)c1	-14	-8	6	4	-1	6	-1	-16	3	-24
CCc1ccc(OCCSc2nc3ccccc3n2CC(=O)O)cc1	22	7	nt	10	-1	1	-1	-7	-2	-38
CC(C)CN(C(=O)Cn1c(C(F)(F)F)nc2ccccc21)C1CCS(=O)(=O)C1 (stereo not drawn)	-5	8	7	-4	nt	nt	31	1	nt	nt
O=C(O)c1ccc(CSc2nnc(-c3ccncc3)n2-c2ccc(Cl)cc2)cc1	nt	1	0	nt	5	3	2	22	-1	-16
CC(C)CN(C(=O)c1ccc(S(=O)(=O)N2CCCC2)cc1)C1CCS(=O)(=O)C1 (stereo not drawn)	1	nt	-6	-2	-5	nt	-1	5	nt	nt
O=c1c2c3c(sc2n2cnnc2n1Cc1ccccc1)CN(Cc1ccccc1)CC3	-4	-10	3	-1	-1	-5	2	-9	-5	-4
CC(=O)c1cccc(NC(=O)C2C3C=CC(C3)C2C(=O)O)c1 (stereo not drawn)	?	-8	6	35	-1	-2	2	-3	0	-2
O=S(=O)(c1cc(F)ccc1F)N1CCN(c2ccccn2)CC1	-9	1	nt	5	-2	-8	3	1	-8	4
CC(=O)CC(CC(=O)NC1CCCCC1)c1ccccc1 (stereo not drawn)	-2	-1	6	-3	-1	nt	2	17	nt	nt
COc1ccc(NC(=O)n2ncc3cc(Cl)ccc32)cc1OC	53*	1	3	22	-2	2	-1	-142	2	-2
CC(NC(=O)c1ccccc1Br)C1CC2CCC1C2 (stereo not drawn)	21	9	nt	3	3	nt	-5	-2	nt	nt
C#CCn1cccc(C(=O)Nc2ccc(OC)cc2)c1=O	27	3	-6	11	2	-2	3	-63	-1	-115
CCOC(=O)c1c(NC(=O)COC(=O)Cn2c(C)nc3ccccc32)sc2c1CCCC2	-14	-30	-5	1	0	2	-2	4	2	6
CCn1cc(C(=O)N2CCCC(N3CCN(c4ccccc4C)CC3)C2)cn1 (stereo not drawn)	12	5	-8	5	-3	-1	4	-5	2	-15
CSc1ccc(/C=N/n2c(C3CCCCC3)n[nH]c2=S)cc1	-1	2	12	-8	-1	-3	-2	19	-2	-35
COc1ccc(CCNC(=O)c2cc(-c3ccc(C)c(C)c3O)n[nH]2)cc1OC	14	3	1	8	-2	-5	2	13	0	-24
Cc1ccc(S(=O)(=O)N2CCOCC2)cc1C(=O)NC1CCCC(C)C1C (stereo not drawn)	3	8	-3	-6	-4	nt	-1	-4	nt	nt
Cc1nn(Cc2ccccc2Cl)c(C)c1N	4	1	-11	-7	-2	-6	0	16	-4	-19
